# Apaf-1 inh = human Apaf-1 inhibition; reconstituted apoptosome caspase-3 activity, DEVD-Rh110 fluorescence; O14727; AID 489030; inhibition, % at 20 µM; 330,000 tested, 0.71% active; active means inhibition of at least 40% at 20 µM;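 further: plate controls were DMSO wells for no effect and DEVD-CHO caspase inhibitor wells for full effect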
#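 Material: biochemical Apaf-1 apoptosome reconstitution. Medium: Hepes buffer, pH 7.5. Also added: cytochrome c activation, bis-DEVD rhodamine 110 substrate. Timing: 30 min compound preincubation, 50 min activation, room temperature. Measured by: rhodamine 110 fluorescence at Ex 480/Em 540 nm.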
# PfGluPho inh = PfG6PD (Plasmodium falciparum) enzyme inhibition | PfGluPho enzyme, NADPH resazurin-diaphorase fluorescence | inhibition, % at 20 µM | 350,000 tested, 0.78% active | AID 504690;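 active means inhibition reaching at least a set limit at 20 µM in the primary screen, cut at about 59% in these data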;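 further: 0% = DMSO wells with substrate and 100% = DMSO wells lacking glucose-6-phosphate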
# SENP8 block-1 = blocks human SENP8 cleavage of Nedd8 substrate; Q96LD8; AID 602440; inhibition, % at 20 µM; recombinant SENP8, Nedd8 substrate fluorescence; 360,000 tested, 0.64% active; in the data active means inhibition mostly above about 40%, no sharp cut-off; inactive means mostly below about 27%
# HKDC1 inhibitor = HKDC1 (human) hexokinase inhibition; Q2TB90; recombinant HKDC1, G6PDH/diaphorase resazurin coupled fluorescence; inhibition, % at 20 µM; 340,000 tested, 0.16% active; AID 493160;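 active means inhibition above about 35% when tested at 20 µM, limit read from the data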;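 further: plate controls were DMSO wells with enzyme for no effect and DMSO wells lacking enzyme for full effect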
#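 Test system: recombinant HKDC1 (HK5) hexokinase enzyme, produced in-house / Doses: 20 µM test compound, 1% DMSO / Timing: 90 min, room temperature / Detection: G6PDH/diaphorase-coupled fluorescence, 1 mM NADP, 100 µM resazurin, 525/613 nm / Control set: DMSO wells with and without enzyme mix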
# SENP1 inh = blocks the human SENP1 SUMO protease catalytic domain | Q9P0U3 | recombinant SENP1 catalytic domain, CyPet-SUMO1-YPet FRET cleavage | inhibition, % at 10 µM | 360,000 tested, 0.21% active | AID 624204;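 active means inhibition at least 30% at 10 µM, raw YFP signal under a set limit, fluorescence ratio 0.5 to 1.5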;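 further: 0% = enzyme with DMSO and 100% = no enzyme wells; some results filed as inactive read as strong as hits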
# Target sequence (Q9P0U3 419-644 limits assumed): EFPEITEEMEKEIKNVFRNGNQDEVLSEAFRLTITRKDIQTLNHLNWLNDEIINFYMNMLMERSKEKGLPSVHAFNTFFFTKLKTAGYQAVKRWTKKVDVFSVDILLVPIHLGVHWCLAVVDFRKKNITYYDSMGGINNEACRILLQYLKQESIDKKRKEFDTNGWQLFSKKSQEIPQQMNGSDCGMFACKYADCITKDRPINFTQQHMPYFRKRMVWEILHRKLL
#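 system = hSENP1 catalytic domain, recombinant | reagent = SFCypet-SUMO1-SFYpet substrate at 25 nM | doses = one dose per compound, 10 µM, 0.5% DMSO | incubation = enzyme reaction for 50 min at room temperature, dark | measured by = FRET, CFP and YFP emission | controls = no-enzyme low, enzyme-DMSO high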
# SENP6 block = blocks the human protease SENP6; Q9GZR1; Recombinant SENP6 catalytic domain, aminoluciferin luminescence; inhibition, % at 10 µM; 330,000 tested, 1.8% active;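 active means inhibition above about 50% at the single tested dose, limit read from the data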;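 further: plate controls were DMSO wells with enzyme for no effect and DMSO wells lacking enzyme for full effect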
# Target sequence (Q9GZR1 628-1112 limits assumed): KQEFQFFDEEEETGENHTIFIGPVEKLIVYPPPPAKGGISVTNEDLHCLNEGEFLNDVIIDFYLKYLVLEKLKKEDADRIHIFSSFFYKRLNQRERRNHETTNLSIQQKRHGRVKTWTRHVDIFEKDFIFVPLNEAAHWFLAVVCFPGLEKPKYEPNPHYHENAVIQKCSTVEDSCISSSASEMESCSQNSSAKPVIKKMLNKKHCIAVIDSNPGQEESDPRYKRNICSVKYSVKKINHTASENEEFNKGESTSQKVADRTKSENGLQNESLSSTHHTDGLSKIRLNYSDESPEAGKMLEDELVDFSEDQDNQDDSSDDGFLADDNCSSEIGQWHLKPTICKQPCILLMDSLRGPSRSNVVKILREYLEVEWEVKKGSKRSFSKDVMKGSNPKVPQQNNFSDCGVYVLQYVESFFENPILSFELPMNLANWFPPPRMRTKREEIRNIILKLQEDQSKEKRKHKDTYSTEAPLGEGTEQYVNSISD
# SENP8 block-2 = inhibitors of human SENP8 protease; Q96LD8; purified SENP8, Z-RLRGG-aminoluciferin cleavage, luminescence; inhibition, % at 10 µM; 330,000 tested, 1.2% active; AID 2540; in the data active means inhibition above about 50%
# SENP7 block = SENP7 protease inhibition; Q9BQF6; recombinant SENP7, Z-RLRGG-aminoluciferin luminescence, 40 min; inhibition, % at 5 µM; 330,000 tested, 1.5% active;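 active means inhibition above about 50% at the single test dose, limit read from the data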;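 further: plate controls were DMSO with enzyme for no effect and no enzyme buffer wells for full effect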
# Target sequence (Q9BQF6 706-1050 limits assumed): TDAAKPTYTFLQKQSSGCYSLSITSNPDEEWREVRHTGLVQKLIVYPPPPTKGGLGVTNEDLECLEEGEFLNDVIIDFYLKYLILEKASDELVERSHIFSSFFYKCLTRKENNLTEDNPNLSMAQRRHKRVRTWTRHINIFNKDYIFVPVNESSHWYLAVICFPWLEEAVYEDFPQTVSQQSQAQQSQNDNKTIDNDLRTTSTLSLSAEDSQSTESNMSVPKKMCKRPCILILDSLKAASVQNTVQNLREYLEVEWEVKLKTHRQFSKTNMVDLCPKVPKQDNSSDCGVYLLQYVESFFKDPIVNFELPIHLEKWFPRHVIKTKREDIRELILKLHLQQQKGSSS
# The depositor's hits bear a star; nt = not tested or not shown.
Structure	Apaf-1 inh	PfGluPho inh	SENP8 block-1	HKDC1 inhibitor	SENP1 inh	SENP6 block	SENP8 block-2	SENP7 block
CC(C)n1ncc2c(C(=O)NCC(=O)Nc3ccccc3Br)cc(C3CC3)nc21	26	9	-490	-3	0	-3	-16	-10
CCC1CCCCN1CCCNC(=O)c1csc2c1CCCCC2 (stereo not drawn)	-2	-1	14	-1	-1	1	3	5
O=C1c2ccccc2-c2cccc(NS(=O)(=O)c3ccc(C(F)(F)F)cc3)c21	17	-15	32	6	8	4	3	4
COC(=O)c1ccc(C(=O)OC)c(NC(=O)Nc2ccc3c(c2)OCO3)c1	-3	-3	6	-2	0	5	-3	2
O=C(N/N=C/c1cc([N+](=O)[O-])cc([N+](=O)[O-])c1O)C(O)(c1ccccc1)c1ccccc1	7	-36	25	-4	9	-6	0	5
CCCCN(C)C(=O)CCCc1c[nH]c2ccccc12	4	0	8	-1	-2	2	-8	-7
CC(=O)c1sc(-c2ccc(F)cc2)cc1NS(=O)(=O)c1ccccc1	-12	-24	-414	2	-50	-4	-6	10
c1nc(NCC2(N3CCOCC3)CCCCC2)c2ccsc2n1	-313	-8	13	-2	-11	2	4	-4
CCCNC(=O)c1n[nH]c(=O)c2ccccc12	-1	9	14	-7	3	-15	1	8
Cc1cc(NC(=O)CCC(=O)N(c2ccccc2F)C(C(=O)NC2CCCC2)c2ccccc2)no1 (stereo not drawn)	13	14	12	-1	2	-15	-5	-13
c1nnn(C23CC4CC(CC(C4)C2)C3)n1	-9	8	19	-6	1	-4	-7	3
O=C(Cc1ccccc1)NC1CCS(=O)(=O)C1 (stereo not drawn)	-13	-2	22	-5	-1	8	10	10
CCCC(=O)NC(=S)Nc1sc2c(c1C(N)=O)CCC2	-7	-2	20	-5	-3	0	-6	4
COc1ccccc1NS(=O)(=O)c1cc(NC(=O)C(C)NC(N)=O)ccc1N1CCCC1 (stereo not drawn)	22	26	-41	6	-1	-2	-7	-6
COc1cc(OC)cc(C(=O)Nc2cccc3c2CCCC3)c1	6	-5	3	-7	2	-25	-13	-10
O=C(CSc1nnc(-c2ccco2)c(-c2ccco2)n1)c1ccccc1	35	31	5	3	-2	-4	-6	-5
Cc1cccc(NC(=O)CSc2nnc(-c3cnccn3)n2Cc2ccco2)c1	-1	1	2	0	-13	2	0	10
CC1=CC(C)(C)NC(=S)N1c1ccc(C)cc1C	-10	9	4	-4	2	12	-2	-5
Cc1ccc(NCC(=O)Nc2cccc(S(=O)(=O)N(C)C)c2)c(Cl)c1	-6	19	3	-3	0	-4	0	3
CCc1nc(N[C@H](C(=O)O)C(C)CC)c2oc3ccccc3c2n1 (stereo partly drawn)	-4	-46	-2	-4	0	-1	-1	3
O=C(O)Cc1sc(Nc2ccccc2)nc1-c1ccc(Cl)cc1	24	40	-61	-2	-25	25	6	4
CCCCCCc1nnc(NC(=O)OCC)s1	14	-10	11	-7	2	-14	-4	-6
Cc1ccc(NC(=O)CSC(C)C(=O)OC(C)C(=O)NC2CCCCC2C)cc1 (stereo not drawn)	17	10	8	-1	-1	4	-9	-6
Cc1nn(CC(=O)N2N=C(C(F)F)CC2(O)C(F)F)c(C)c1[N+](=O)[O-] (stereo not drawn)	-3	11	17	-11	1	-10	-3	9
CC1CCC(N2CCN(S(=O)(=O)Cc3ccccc3)CC2)CC1 (stereo not drawn)	-4	1	18	2	2	8	-21	4

# Six of the entries above in order of the PfGluPho inh value, smallest number first.
molecule | PfGluPho inh
O=C(N/N=C/c1cc([N+](=O)[O-])cc([N+](=O)[O-])c1O)C(O)(c1ccccc1)c1ccccc1 | -36
CC(=O)c1sc(-c2ccc(F)cc2)cc1NS(=O)(=O)c1ccccc1 | -24
CC1CCC(N2CCN(S(=O)(=O)Cc3ccccc3)CC2)CC1 (stereo not drawn) | 1
CC(C)n1ncc2c(C(=O)NCC(=O)Nc3ccccc3Br)cc(C3CC3)nc21 | 9
Cc1ccc(NCC(=O)Nc2cccc(S(=O)(=O)N(C)C)c2)c(Cl)c1 | 19
O=C(CSc1nnc(-c2ccco2)c(-c2ccco2)n1)c1ccccc1 | 31

# Later entries.
Structure	Apaf-1 inh	PfGluPho inh	SENP8 block-1	HKDC1 inhibitor	SENP1 inh	SENP6 block	SENP8 block-2	SENP7 block
Cc1cc(S(=O)(=O)NCCc2ccccc2)c(C)s1	-2	40	2	-5	0	3	6	0
O=C(Nc1ccc(C(=O)O)cc1)/C(=C\c1cccc([N+](=O)[O-])c1)NC(=O)c1ccc(Br)o1	-10	-11	5	-12	1	10	9	6
CCOc1ccc(-n2ccnc(SCC(=O)NCc3cccc(OC)c3)c2=O)cc1	4	-3	-434	-2	2	-5	6	-11
O=C(NC(=S)Nc1ncccn1)c1ccc(F)cc1	10	2	10	0	1	-12	0	4
Cc1ccc(NC(=O)COC(=O)CCc2nc3ccccc3c(=O)[nH]2)cc1Cl	5	6	35	-1	-2	-11	-1	9
COCCCNC(=O)C1C2C=CC3(CN(Cc4ccc(C)cc4)C(=O)C13)O2 (stereo not drawn)	-5	4	1	2	-1	-16	-13	-6
O=C(Cc1ccccc1)n1nc(-c2ccccc2)nc1NCc1ccco1	2	1	-18	1	-2	-1	-2	2
COc1ccc2c(=O)c(C(=O)NCCc3ccc(OC)c(OC)c3)c[nH]c2c1	3	28	-2	10	-8	8	2	6
COc1cccc(-c2nnc3sc(-c4ccccc4)nn23)c1	20	-3	-41	1	-35	-14	-2	8
Cc1nccn1CC(=O)c1ccc(O)c(O)c1	-4	-12	2	1	1	2	-5	4
CCC(CC)C(=O)Nc1cc(C)c2c(=O)oc3ccccc3c2n1	22	17	-19	6	-39	-13	16	-5
Cc1nnc(NC(=O)Cn2nc(C)c3ccccc3c2=O)s1	-9	-12	16	-4	3	0	-2	7
CC1CCCCC1NS(=O)(=O)CCNC(=O)c1ccccc1 (stereo not drawn)	1	-11	17	-2	1	-5	10	3
Cc1ccc(-c2nc3cccnc3s2)cc1NS(=O)(=O)c1cccs1	9	-26	-394	2	33	13	2	9
CCN=C(NCC)SC1CC(=O)N(c2ccc(OCC)cc2)C1=O (stereo not drawn)	-2	-4	-406	-4	0	-1	4	0
COc1cc(/C=N/NC(=O)CNC(=O)c2cccs2)ccc1O	0	-5	-5	-9	-1	3	0	2
Cc1cc(Nc2ccccc2)nc(N2CCOCC2)n1	-5	9	2	-2	1	-9	3	4
C[C@@H](NC(=O)[C@@H]1Cc2ccccc2CN1)C(=O)NCC1CCCO1 (stereo partly drawn)	-3	-19	8	-4	-3	3	3	-3
C[N+](C)(C)C[C@H](O)CC(=O)[O-]	-14	7	45*	-3	-1	-8	2	-3
COCc1ccc(C(=O)N2CCc3c([nH]c4ccccc34)C2c2ccccn2)s1 (stereo not drawn)	1	-4	19	0	-8	-20	1	-5
COc1ccc(NCC(=O)N/N=C/C=C\c2ccccc2)cc1	1	29	9	9	3	-15	3	10
Cc1ccc(/C=C/S(=O)(=O)Nc2ccc(C)cc2)cc1	7	-8	5	10	0	14	8	3
CN(C(=O)CS(=O)(=O)c1cn(CC(=O)N2CCCCC2)c2ccccc12)c1ccccc1	11	-3	-12	-5	0	-7	2	-2
S=C(NCc1cccs1)Nc1cc(Cl)cc(Cl)c1	2	13	15	2	0	-9	-5	-1
Cc1n[nH]c(C)c1CCC(=O)N/N=C/C=C/c1ccccc1	-12	5	14	-6	1	11	5	1
COc1ccc2c(C(=O)CN3CCN(CCO)CC3)c[nH]c2c1	-3	3	4	-7	-4	2	-5	-5
CCN(CC)CCCNC1CCS(=O)(=O)C1 (stereo not drawn)	-3	-16	28	4	1	-4	-1	7
O=c1nc(N/N=C/c2ccco2)cn[nH]1	3	-4	10	-3	1	-30	-8	-10
Cc1ccc(-n2nnc(-c3ccnc4ccccc34)n2)cc1	8	3	-9	-3	1	-16	-9	9
COc1cc(S(=O)(=O)NCCc2ccc3c(c2)OCO3)ccc1-n1cnnn1	-9	-4	0	-4	2	-18	-2	-1
Cc1ccc(C)c(NC(=O)CSc2nc3ccc(N4C(=O)c5ccccc5C4=O)cc3s2)c1	1	-1	19	-4	0	-1	-3	-5
Nc1nc(CN2CCN(Cc3ccccc3)CC2)nc(N2CCCc3ccccc32)n1	-8	14	5	-5	0	-11	1	-6
CCOc1ccc(CNC(=O)CN2C(=O)CSc3ccc(S(=O)(=O)N4CCOCC4)cc32)cc1OC	-14	12	6	-7	0	-3	-2	6
CC1=CN2C(=N)/C(=C\c3cn(CCCOc4ccccc4)c4ccccc34)C(=O)N=C2S1	11	-3	-46	-9	-27	-11	0	2
CC(C)c1ccccc1NC(=O)C1CCCN(C(=O)c2ccc(Cl)cc2)C1 (stereo not drawn)	-2	-13	19	-4	1	7	19	1
COc1cc(C(O)c2nc3ccccc3n2C(C)C)cc(OC)c1OC (stereo not drawn)	7	-18	22	-3	2	0	-13	-12
CC(C)c1ccc(OCC(=O)Nc2cccc(C(=O)Nc3ccccc3C(=O)O)c2)cc1	-3	-10	16	0	0	4	9	2
COc1ccccc1N1CCN(C2CCCN(C(=O)CCC(=O)N(C)C)C2)CC1 (stereo not drawn)	-13	4	-1	-5	0	-14	-10	-10
CC(C)(C)c1ccccc1NC(=O)Cn1cnc2cc([N+](=O)[O-])ccc2c1=O	4	-3	-46	-11	-30	14	-3	17
CC(C)CC(=O)NC(=S)Nc1ccc(N2CCCC2)c(Cl)c1	0	-2	14	3	1	-2	-1	-10
COc1ccc(C)cc1S(=O)(=O)N(CC(=O)N1CCOCC1)c1cc(C)cc(C)c1	-8	12	7	-2	3	-8	-6	-1
CC1CCCC(N2C(=O)NC(NC(=O)c3ccco3)(C(F)(F)F)C2=O)C1C (stereo not drawn)	18	10	11	-5	1	-21	-2	-10
COc1ccc(Br)c(C(=O)N2CCN(S(=O)(=O)/C=C/c3ccccc3)CC2)c1	-2	5	19	-10	4	9	-3	0
Cc1c(C)n(CCO)c2ncnc(Nc3ccc(F)cc3)c12	4	14	-128	-3	1	12	1	3
Cc1ccc(C(=O)CCC(=O)N2CCC(C(N)=O)CC2)cc1	5	-9	1	-10	-3	-9	-5	-6
C=CCc1ccc(OCCCCNC2CCCC2)c(OC)c1	-3	-20	2	12	0	7	5	10
Cc1nc(SCc2ccccc2C#N)n[nH]1	-3	9	12	-6	0	7	-2	-8
CC(=O)c1cccc(NC(=O)CSCc2ccc(Br)cc2)c1	0	3	14	-9	0	-8	1	-1
Cc1cccc(C)c1NC(=S)N1CCC(c2ccccc2)C1 (stereo not drawn)	7	-10	26	-1	1	0	-4	8
O=C1C(=O)c2ccccc2C(O)=C1CC=C(Cl)Cl	nt	15	28	13	2	nt	nt	nt
Cn1c(SCc2nc3ccccc3[nH]2)nnc1-c1ccccn1	-3	-12	-45	-8	-7	-7	-1	-6
CN(C)/C=C/C(=O)/C=C/c1ccc(Cl)cc1Cl	6	-10	13	3	-6	8	-1	2

# Taken from above:
# PfGluPho inh, Cc1c(C)n(CCO)c2ncnc(Nc3ccc(F)cc3)c12 = 14
# SENP8 block-1, CN(C)/C=C/C(=O)/C=C/c1ccc(Cl)cc1Cl = 13
